Screening results deposited in PubChem by The Scripps Research Institute Molecular Screening Center.
TEAD-YAP inh = TEAD-YAP interaction inhibition, primary screen, TEAD-YAP interaction inhibitor project, luminescence, HEK-TIYL cells; TEAD-Gal4/YAP UAS-luciferase luminescence; inhibition, % at 9.12 µM; 640,000 compounds, 1.4% hits; in the data active = inhibition above about 32%;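 also: 0% = median of test compound wells and 100% = reference inhibitor wells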
MITF inh = MITF inhibitors, primary screen, biochemical, AlphaScreen, human; 650,000 compounds, 0.91% hits; inhibition, % at 2.6 µM; AlphaScreen MITF homodimerization, bead proximity signal; AID 1259374, 2018; in the data active = inhibition above about 50%;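 also: 0% = vehicle wells with protein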
Target sequence (O75030 whole entry, looked up): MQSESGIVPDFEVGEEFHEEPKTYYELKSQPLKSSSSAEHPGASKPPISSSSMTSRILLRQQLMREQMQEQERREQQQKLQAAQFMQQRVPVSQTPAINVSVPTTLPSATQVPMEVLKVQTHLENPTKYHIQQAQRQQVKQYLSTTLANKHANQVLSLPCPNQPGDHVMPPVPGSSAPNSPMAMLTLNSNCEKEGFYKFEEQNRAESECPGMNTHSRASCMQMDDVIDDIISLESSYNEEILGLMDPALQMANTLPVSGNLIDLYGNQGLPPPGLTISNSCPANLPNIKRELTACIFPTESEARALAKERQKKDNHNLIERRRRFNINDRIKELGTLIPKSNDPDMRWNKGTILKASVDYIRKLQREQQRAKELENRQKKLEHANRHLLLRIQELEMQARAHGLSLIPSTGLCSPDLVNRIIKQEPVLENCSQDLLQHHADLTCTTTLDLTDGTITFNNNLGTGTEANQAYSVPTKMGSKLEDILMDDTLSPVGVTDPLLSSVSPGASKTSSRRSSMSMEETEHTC
FBW7 activator = FBW7 E3 ligase activators, primary screen, biochemical, AlphaScreen, human; F-box/WD repeat-containing protein 7 (Homo sapiens), Q969H0; 650,000 compounds, 0.13% hits; normalized activity (activation), % at 26.1 µM; AID 1259310, 2017; AlphaScreen FBW7–phospho-cyclin E peptide binding, activator screen; in the data active = normalized activity above about 1.9%;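 also: purified mutant Fbw7 with reduced substrate affinity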
GPR151 ag = activators of human GPR151, primary screen, cell-based, PathHunter beta-arrestin, luminescence; activation, % at 11.2 µM; PathHunter beta-arrestin GPR151 cells; G-protein coupled receptor 151 (Homo sapiens), Q8TDV0; 650,000 compounds, 1% hits; in the data active = activation above about 4.9%;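 also: 0% = median of compound wells and 100% = cells with positive control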
Target sequence (Q8TDV0 whole entry, looked up): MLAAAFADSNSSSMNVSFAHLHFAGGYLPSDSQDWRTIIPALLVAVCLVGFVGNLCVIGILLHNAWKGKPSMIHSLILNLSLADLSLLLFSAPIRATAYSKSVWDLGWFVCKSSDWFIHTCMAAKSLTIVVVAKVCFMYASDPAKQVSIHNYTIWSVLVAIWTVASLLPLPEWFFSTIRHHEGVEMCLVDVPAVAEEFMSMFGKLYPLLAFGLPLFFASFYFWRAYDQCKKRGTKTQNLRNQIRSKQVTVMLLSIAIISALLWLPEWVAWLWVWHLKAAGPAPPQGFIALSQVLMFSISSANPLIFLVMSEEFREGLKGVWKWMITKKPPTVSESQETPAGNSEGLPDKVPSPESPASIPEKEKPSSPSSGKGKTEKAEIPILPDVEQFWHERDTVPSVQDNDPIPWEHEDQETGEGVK
Active calls of the source: *. Random draw from the library. Share with any hit: about 3.4%.

SMILES	TEAD-YAP inh	MITF inh	FBW7 activator	GPR151 ag
O=C1NCCC(Nc2cccc(NC(=O)C3COc4ccccc4O3)c2)c2cc[nH]c21 (centres undefined)	-8	-13	0.3	-0.9
COc1ccc(N(C)C(=O)CCN2C(=S)NC(C)(C)CC2C)cc1 (centres undefined)	-1	-10	-0.1	0.1
CCn1c(=O)[nH]c2ncnc(-c3cc(OC)c4nc(C5COc6ccc(OC)cc6C5)[nH]c(=O)c4c3)c21 (centres undefined)	-5	12	0.3	0.3
O=C(NCc1ccccc1)c1c(O)c2c([nH]c1=O)CCCC2	1	4	0.3	-1.5
Cc1ccc(CNC(=O)C(=O)Nc2cccc(Br)c2)cc1	6	10	0.0	1.8
C=CCOc1ccc(C2/C(=C(/O)c3ccc(OC)cc3)C(=O)C(=O)N2CCCn2ccnc2)cc1 (centres undefined)	-15	13	0.3	-0.8
Cc1cc(C)n2c(SCC(=O)Nc3sc(C)c(C)c3C#N)nnc2n1	6	12	0.0	-0.2
COc1ccc(-c2[nH]ncc2CN2CCN(C)C(CCO)C2)cc1 (centres undefined)	-4	-5	-0.1	-0.5
CCOC(=O)c1[nH]c(C)c(C(=O)NC(C)C)c1C	-7	9	0.6	1.1
COCCCNC(=O)c1nnc(Cc2ccccc2OC)o1	3	5	0.2	-0.4
Cc1nnc(SC(C(N)=O)C(N)=O)s1	3	-1	-0.1	0.4
O=C1CSC2(CCCCCC2)N1Nc1ccccc1	-4	3	0.7	-1.5
O=C(NCc1ccc(Cl)cc1)c1ccc2nc(-c3ccc(F)cc3)c(-c3ccc(F)cc3)nc2c1	-2	6	-0.1	1.7
CCCOC(=O)CCCCC1SCC(NC(=O)OC)C1NC(=O)OC (centres undefined)	-5	3	-0.6	-1.0
CC1CCN(c2cc(N3CCC(C)CC3)c([N+](=O)[O-])cc2/C=N/Nc2nncn2N)CC1	7	8	-0.3	0.1
COc1ccc(C2C(C(=O)Nc3ccccn3)c3ccccc3C(=O)N2C)cc1 (centres undefined)	-3	24	0.2	-0.3
COC(CNC(=O)c1ccc(CS(=O)(=O)c2ccc(Cl)cc2)o1)OC	0	3	-0.1	-0.4
CC(C)=CCN1CCN(c2ccc(C(F)(F)F)cn2)C1=O	-11	3	1.0	-1.3
Cc1cccc(C)c1NC1=NC2CS(=O)(=O)CC2S1 (centres undefined)	-2	7	0.3	-1.0
COc1ccc(-c2nc3n(n2)C(=O)CC(c2ccc4c(c2)OCO4)S3)cc1 (centres undefined)	-4	3	0.2	-0.5

Structural class, the entries above with a halogen.
SMILES	TEAD-YAP inh	MITF inh	FBW7 activator	GPR151 ag
Cc1ccc(CNC(=O)C(=O)Nc2cccc(Br)c2)cc1	6	10	0.0	1.8
O=C(NCc1ccc(Cl)cc1)c1ccc2nc(-c3ccc(F)cc3)c(-c3ccc(F)cc3)nc2c1	-2	6	-0.1	1.7
COC(CNC(=O)c1ccc(CS(=O)(=O)c2ccc(Cl)cc2)o1)OC	0	3	-0.1	-0.4
CC(C)=CCN1CCN(c2ccc(C(F)(F)F)cn2)C1=O	-11	3	1.0	-1.3

The results go on.
SMILES	TEAD-YAP inh	MITF inh	FBW7 activator	GPR151 ag
COc1ccc(-n2[nH]nnc2=S)c(OC)c1	7	5	-0.1	-0.4
O=C(Nc1ccccc1Cl)n1c(=O)oc2ccccc21	-2	5	0.1	0.0
COc1ccc(/C=C(\NC(=O)c2ccc(C)cc2)C(=O)Nc2ccc(C(=O)O)cc2)cc1	-3	32	0.7	2.6
COc1ccc(Cl)cc1C(=O)Nc1ccc2oc(-c3ccc(I)cc3)nc2c1	-25	-17	0.0	-0.4
Cc1ccccc1C1CC(c2cccs2)=NN1S(C)(=O)=O (centres undefined)	-2	-5	-0.1	-1.4
Cc1cc(C)n2c(SCC(=O)C(C)(C)C)nnc2n1	-8	1	-0.1	1.0
CC(C)(C)c1ccc(N2C(=O)/C(=C/c3ccc(-c4ccc(Br)cc4)o3)C=C2c2ccccc2)cc1	-33	-9	-0.1	1.7
O=C(COC(=O)/C=C/c1ccco1)Nc1ccc(F)c(F)c1F	5	1	-0.4	-1.3
COC(=O)c1cccnc1-n1c(=O)c2cccnc2n(Cc2cccc([N+](=O)[O-])c2)c1=O	-3	3	-0.1	0.5
CC(C)C(=O)Nc1cc([N+](=O)[O-])ccc1Cl	-6	8	0.5	-0.7
O=C(O)COCc1ccc(Br)cc1	3	-13	0.2	-0.6
CCc1ccc(-n2nc3ccc(NC(=O)c4cccc(OC)c4)cc3n2)cc1	-4	4	-0.1	-0.7
COc1cc(C2NC(=O)NC(C)=C2C(=O)Nc2ccccc2C)cc(Br)c1O (centres undefined)	-1	-10	-0.3	0.3
CCC1CCCCN1c1ncnc(N)c1[N+](=O)[O-] (centres undefined)	30	14	0.1	2.1
CCCC(=O)N(c1ccc2oc(-c3ccccc3)c(C(=O)OCC)c2c1)S(=O)(=O)c1ccc(C)cc1	-11	7	0.2	0.9
CC1=CN2C(=NC(=O)CC2(C)C(=O)N(CC(=O)NC(C)(C)C)C2CCCCC2)C=C1 (centres undefined)	16	11	1.2	0.3
CCOc1ccc(S(=O)(=O)N(CC(=O)N(C)Cc2ccccc2)c2ccccc2)cc1	13	13	-0.1	-0.2
CCCC1(C2CCN(C(=O)C3CC=CCC3)CC2)NC(=O)N(Cc2ccco2)C1=O (centres undefined)	-15	12	-0.3	4.6
CCOc1ccc(C(=O)Nc2ccc(NC(C)=O)cc2)cc1Br	5	0	-0.2	-1.3
Cc1cc(C)n(C(=O)c2ccc(S(=O)(=O)N3CCCC3)cc2)n1	2	3	0.0	-0.2

Structures from the list above that contain a thiophene ring, fused or not (2):
SMILES	TEAD-YAP inh	MITF inh	FBW7 activator	GPR151 ag
Cc1cc(C)n2c(SCC(=O)Nc3sc(C)c(C)c3C#N)nnc2n1	6	12	0.0	-0.2
Cc1ccccc1C1CC(c2cccs2)=NN1S(C)(=O)=O (centres undefined)	-2	-5	-0.1	-1.4

New compounds follow
SMILES	TEAD-YAP inh	MITF inh	FBW7 activator	GPR151 ag
CC(C)[C@H](Cn1nc(-c2cccs2)ccc1=O)NC(=O)Cn1nnc2ccccc21	7	-5	-0.1	0.1
O=C(O)c1cccc(Sc2ncc(Cl)cn2)c1	-13	1	-0.1	2.3
O=C(CSc1nnc(-c2ccccc2)o1)N1c2ccccc2Sc2ccccc21	-1	-9	-0.1	1.4
Cc1cc(OCC(=O)Nc2ccc(N3CCN(S(C)(=O)=O)CC3)cc2)ccc1Cl	-1	-5	0.1	-0.8
O=C(CCc1ccccc1)Nc1ccc2sccc2c1	-46	-2	0.0	-0.1
CCCn1c(SCCc2ccccc2)nc2c1c(=O)[nH]c(=O)n2C	-18	0	0.1	-0.7
CCN(CC)CCn1c(=S)[nH]c2cc(C(=O)N3CCCC(C)C3)ccc2c1=O (centres undefined)	-5	-4	0.1	-0.1
O=C1CC(N2CCN(c3ccc4c(c3)OCO4)CC2)C(=O)N1c1ccc(Br)cc1 (centres undefined)	-11	6	0.1	0.1
CCOC(=O)c1ccc(N=c2oc3ccc(OC)cc3cc2-c2nc3ccccc3[nH]2)cc1	-37	20	0.0	1.4
CN(C)CCNC(=O)/C(=C/c1ccc[nH]1)NC(=O)c1ccco1	-2	1	-0.1	-0.5
CCc1ccc(-n2c(=S)sc3c(=O)[nH]c(SCc4cccnc4)nc32)cc1	11	-13	0.0	1.0
CC(=O)c1cccc(-c2ccc(C(=O)NCCN(C(C)C)C(C)C)s2)c1	-15	-5	0.0	-2.1
NC(=O)CSc1ccc2nnc(-c3ccc(Cl)cc3)n2n1	10	11	0.0	-0.6
Cc1ccc(-c2c(N3CCN(C)CC3)c(=O)c2=O)cc1	0	-8	0.0	0.8
CC(=O)Nc1c(C(=O)Nc2ccc(C)c(Cl)c2)nnn1-c1ccc(C)cc1	-4	-9	0.0	0.4
CC(=O)N1C(=O)NC(C)=C(C(=O)OC(C)C)C1c1ccc2c(c1)OCO2 (centres undefined)	0	5	0.0	-0.9
Cn1nccc1C(=O)N1CCC2(CC1)CC2C(=O)N1CCN(Cc2cccc(F)c2)CC1 (centres undefined)	-5	17	0.1	-0.5
O=C(O)CCCCCN1C(=O)c2ccc(Cl)cc2C1=O	-1	-14	0.3	-0.6
C=CCn1c(SCC(=O)N2CCCCCC2)nc2sc3c(c2c1=O)CCCCC3	-1	15	0.8	-0.3
Cn1c(SCc2ccccn2)nnc1-c1ccccc1O	10	2	-0.1	-1.0

Some of the entries above in a different format:
Order of values: TEAD-YAP inh | MITF inh | FBW7 activator | GPR151 ag
O=C(O)c1cccc(Sc2ncc(Cl)cn2)c1
    -13 | 1 | -0.1 | 2.3
O=C(CSc1nnc(-c2ccccc2)o1)N1c2ccccc2Sc2ccccc21
    -1 | -9 | -0.1 | 1.4
Cc1cc(OCC(=O)Nc2ccc(N3CCN(S(C)(=O)=O)CC3)cc2)ccc1Cl
    -1 | -5 | 0.1 | -0.8
O=C(CCc1ccccc1)Nc1ccc2sccc2c1
    -46 | -2 | 0.0 | -0.1

Following part.
SMILES	TEAD-YAP inh	MITF inh	FBW7 activator	GPR151 ag
COC(=O)c1cn(NC(=O)c2c(OC)cccc2OC)c(=O)c2ccccc12	-2	4	-0.1	-0.2
COc1ccc(-c2nc(SCC(=O)Nc3cccc(F)c3)n[nH]2)cc1	-13	-8	0.0	2.9
COc1cc(OC)c(NC(=O)N(C(C)C)C2CCN(C(C)=O)CC2)cc1Cl	-1	0	0.0	-0.3
Cc1cccc(C(=O)NN=C2CCN(C)CC2)c1	-36	-6	0.0	4.8
O=C(O)c1ccccc1N1C(=O)C2C3C=CC(C3)C2C1=O (centres undefined)	10	0	0.3	1.5
CC(C)NC(=O)N1CCC(c2nnc(C3CC3)s2)CC1	4	12	2.1*	-0.7
COc1ccccc1NCc1c(C#N)c2ccccc2n1C	-3	20	0.0	-0.8
O=C(N(Cc1cc2cc3c(cc2[nH]c1=O)OCCO3)C1CCCC1)C(F)(F)F	-70	-2	0.0	-2.6
C/C(Cn1nnc2ccccc21)=N\NC(=O)c1[nH]ncc1[N+](=O)[O-]	-6	0	-0.3	-1.3
CCC(CC)NC(=O)N1CCN(Cc2nnnn2-c2ccc(F)c(F)c2)CC1	-9	-5	-0.2	1.0
Cc1ccc2c(c1)-c1c(cnn1CC(=O)NCc1ccc(Cl)cc1)CO2	22	6	0.7	-0.7
COc1ccccc1Nc1nc(-c2ccccc2)c2cc(C)ccc2n1	-1	13	0.0	0.4
CCCNC(=O)c1noc2c1CCc1ccccc1-2	-37	-1	0.1	-0.4
COc1cc(OC)cc(C(=O)Oc2ccc(/C=C/c3ccncc3)cc2OC)c1	-16	10	0.1	0.4
Cc1ccc(OCCN2C(=O)OC(C)(C)C2(C)O)cc1 (centres undefined)	0	-4	0.0	-0.1
O=C(C[n+]1cc(Br)cc(Br)c1)c1ccc(Cl)cc1	4	2	0.0	-0.4
CC(C)(C)C1CCc2c(sc3nc(SCC(=O)c4ccccc4)nc(SCC(=O)c4ccccc4)c23)C1 (centres undefined)	4	13	0.2	-1.1
Cc1cccc(C(=O)Nc2ccc(C(=O)Nc3cccc(Br)c3)cc2)c1	-3	-6	-0.2	-1.3
CCN1CCN(Cc2nc3c(c(=O)n(C)c(=O)n3C)n2Cc2cccc3ccccc23)CC1	6	12	-0.2	2.8
Cc1ccc(S(=O)(=O)N2C3C=CC(C3)C2C(=O)O)cc1 (centres undefined)	-3	5	0.0	-0.5
COCc1nnc(NC(=O)COc2ccccc2C(C)(C)C)s1	7	3	0.0	-1.0
CC(=Nc1ccccc1)C1=C(O)CSC1=O	-5	4	0.1	0.7
CC(C)C(=O)Nc1nc(-c2ccccc2)cs1	-5	6	-0.1	0.4
CCOCCOC(=O)C1=C(C)NC2=C(C(=O)CCC2)C1c1ccc(OC)c(OC)c1 (centres undefined)	2	17	1.1	1.5
O=C(c1ccc(S(=O)(=O)N2CCCCCC2)cc1)N1CCC(CN2C(=O)c3cccc4cccc(c34)C2=O)CC1	-7	5	0.0	1.5
COc1ccc(NC(=O)c2cc([N+](=O)[O-])ccc2Cl)cc1Cl	27	11	-0.3	1.8
O=C1NCCN(C/C=C/c2ccccc2)C1CC(=O)N1CCSCC1 (centres undefined)	5	6	0.0	1.7
Nc1n[nH]c(C(F)(F)F)n1	5	-11	0.1	0.4
Cc1cc(C(F)(F)F)c2c(NCc3ccnc4ccccc34)n[nH]c2n1	27	-11	-0.2	0.9
COc1cc(/C=C2\SC(=O)N(CC(=O)c3ccccc3)C2=O)c(Br)cc1O	4	13	0.0	-0.1
O=S(=O)(c1ccc(Cl)c(Cl)c1Cl)n1nnc2ccccc21	7	1	0.1	0.0
Cc1cc(C(=O)CN2C(=O)c3cccc([N+](=O)[O-])c3C2=O)c(C)n1-c1ccc2c(c1)OCO2	6	-3	-0.1	0.3
COc1ccc(CC(=O)N2CCc3ccccc32)cc1	-14	14	0.3	-2.4
Cc1cc(C)cc(OCCNC(=O)c2ccc(Br)cc2)c1	-3	-5	0.2	0.4
CCCCN(CC)CCNC(=O)Cn1nc(C)n2cccc2c1=O	2	3	-0.1	2.3
Cc1ccccc1NCC(=O)N/N=C\C(Br)=C\c1ccccc1	1	15	0.0	-0.9
Cc1c(N=Cc2ccc3c(c2)OCCO3)c(=O)n(-c2ccccc2)n1C	-4	0	-0.1	2.5
COc1cccc(C2CC(=O)N3CN(Cc4ccco4)CSC3=C2C#N)c1OC (centres undefined)	13	3	-0.2	0.1
O=C(Nc1cccc(F)c1)Nc1ccnn1C1CCN(C(=O)C2CC23CCC3)CC1 (centres undefined)	-15	-1	0.1	0.2
CCN1CCN(CCCCOc2ccccc2C=O)CC1	16	58*	-0.4	-0.7
